Assay outcomes from PubChem BioAssay.
EPAC1 agonist = EPAC1 (human) agonism; EPAC1 agonist qHTS, biochemical assay; response scale: 100% = response to 6.5 mM cAMP; Potency, µM (doses to about 154 µM), without a hit: at the top dose activation, most hits filed as activators; 360,000 tested, 0.073% active; AID 720707; further: potency means the concentration at half of the fitted maximal effect; nearly all actives have a fitted effect of over 60% in size
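Nucleotide exchange by EPAC1 (100 nM) on Rap1B–BODIPY-GDP (250 nM) in the presence of 50 uM GDP is tracked fluorescently at 480/540 nm over 30 min. Signals are normalized to a 6.5 mM cAMP control.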
IL2 activator = activates IL-2 in a cell-based reporter assay | IL-2 activation reporter assay, cell-based qHTS; stimulated with anti-CD3/CD4/CD28 beads; in transgenic mouse T cells | activation, % (series mostly up to about 46 µM) | 360,000 tested, 0.065% active; in the data active means activation above about 50%; inconclusive means mostly about 30% to 49%; further: 0% is about no effect
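Screening format: compound pinned onto unstimulated transgenic mouse T cells, 60 min incubation, then anti-CD3/anti-CD4/anti-CD28 bead stimulation for 18 hours at 37 degrees C, followed by EGFP and DsRed detection.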
aSyn yeast inh = rescues yeast growth from alpha-synuclein toxicity; Yeast expressing alpha-synuclein, growth rescue, BacTiter-Glo, 24 h; Potency, µM (top dose mostly 46.1 µM), for inactives: at the top dose growth rescue (activation), most hits filed as activators; 370,000 tested, 0.14% active; further: potency means the concentration at half of the fitted maximal effect; % of control where 0% means no effect; nearly all actives have a fitted effect of over 65% in size
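Screening used galactose-induced yeast with toxic alpha-synuclein levels, exposed to compound for 24 hr at 30 deg C. Cell growth, read with BacTiter-Glo luminescence, gave the measured signal.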
Abeta rescue = A-beta toxicity reversal in yeast | 410,000 tested, 0.063% active | AID 1347071 | yeast expressing A-beta42, growth rescue, OD600, 48 h; response scale: 0% DMSO, 100% iron-clioquinol control | Potency, µM (top dose mostly 46.1 µM), inactives show at the top dose growth rescue, hits mostly activators; further: potency means the concentration at half of the fitted maximal effect; nearly all actives have a fitted effect of over 55% in size
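Yeast A-beta toxicity model in growth medium with pinned compounds, 48 h at 30 C; growth read as absorbance at 600 nm. Normalized to FeCl3/clioquinol equimolar mix (positive) and DMSO (negative).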
EPAC1 antag = blocks human EPAC1 exchange factor. Potency, µM (highest dose often 115 µM), for the others: top-dose activity change, negative = inhibition, most hits filed as inhibitors. EPAC1 GEF assay, Rap1b-BODIPY-GDP exchange fluorescence. AID 720709. 360,000 tested, 0.14% active;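 further: potency means the concentration at half of the fitted maximal effect; plate controls were vehicle for no effect and positive control for full effect; nearly all actives have a fitted effect of over 50% in size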
PI5P4K alpha inh = inhibitors of human PI5P4K alpha | PI5P4Kalpha enzyme, ADP-Glo luminescence, 60 min; hits give low values | max response, % | 330,000 tested, 1.2% active; active means max response of -50% or lower; inconclusive means between -30% and -50%; inactive means -30% or higher; further: value at the top dose of about 77 µM; on the % scale 0 is the no-effect control and ±100 the full control effect
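qHTS, 1536-well: enzyme/substrate mix, compound by pin tool, 5 microM ATP final; RT 60 min; ADP-Glo reagents 1 (45 min) then 2 (30 min); luminescence.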
FUS yeast rescue = FUS proteinopathy suppression in yeast; Potency, µM (doses to about 76.6 µM), inactives show at the top dose growth rescue (activation), hits mostly activators; S. cerevisiae FUS-expressing, growth rescue, OD600, 24 h; 390,000 tested, 0.24% active; AID 1347120;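 further: potency means the concentration at half of the fitted maximal effect; plate controls were DMSO vehicle for no effect and reference control for full effect; nearly all actives have a fitted effect of over 55% in size; some results filed as inactive show a strong effect at the top dose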
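S. cerevisiae expressing FUS from galactose induction served as the toxicity model. Growth after 24hr at 30C, read as absorbance at 600 nm, indicates suppression of toxicity; compounds dosed at several concentrations.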
PLK1 PBD inh = blocks phosphopeptide binding to human PLK1 polo-box domain. Potency, µM, inactives show max response, negative = inhibition, most hits filed as inhibitors. AID 720504. 360,000 tested, 2.8% active. Plk1 PBD binding of FITC phosphopeptide, fluorescence polarization; further: potency means the concentration at half of the fitted maximal effect; series mostly up to about 57 µM; on the % scale 0 is the no-effect control and ±100 the full control effect; nearly all actives have a fitted effect of over 65% in size
WRN helicase inh = WRN helicase (human) inhibition | Q14191 | WRN helicase unwinding, fluorescent forked duplex, kinetic | Potency, µM (highest dose often 114 µM), inactives show at the highest dose activity change, negative = inhibition, usual class: inhibitors | 360,000 tested, 0.46% active; further: potency means the concentration at half of the fitted maximal effect; on the % scale 0 is the no-effect control and ±100 the full control effect; nearly all actives have a fitted effect of over 55% in size
Target sequence (Q14191 whole entry, looked up): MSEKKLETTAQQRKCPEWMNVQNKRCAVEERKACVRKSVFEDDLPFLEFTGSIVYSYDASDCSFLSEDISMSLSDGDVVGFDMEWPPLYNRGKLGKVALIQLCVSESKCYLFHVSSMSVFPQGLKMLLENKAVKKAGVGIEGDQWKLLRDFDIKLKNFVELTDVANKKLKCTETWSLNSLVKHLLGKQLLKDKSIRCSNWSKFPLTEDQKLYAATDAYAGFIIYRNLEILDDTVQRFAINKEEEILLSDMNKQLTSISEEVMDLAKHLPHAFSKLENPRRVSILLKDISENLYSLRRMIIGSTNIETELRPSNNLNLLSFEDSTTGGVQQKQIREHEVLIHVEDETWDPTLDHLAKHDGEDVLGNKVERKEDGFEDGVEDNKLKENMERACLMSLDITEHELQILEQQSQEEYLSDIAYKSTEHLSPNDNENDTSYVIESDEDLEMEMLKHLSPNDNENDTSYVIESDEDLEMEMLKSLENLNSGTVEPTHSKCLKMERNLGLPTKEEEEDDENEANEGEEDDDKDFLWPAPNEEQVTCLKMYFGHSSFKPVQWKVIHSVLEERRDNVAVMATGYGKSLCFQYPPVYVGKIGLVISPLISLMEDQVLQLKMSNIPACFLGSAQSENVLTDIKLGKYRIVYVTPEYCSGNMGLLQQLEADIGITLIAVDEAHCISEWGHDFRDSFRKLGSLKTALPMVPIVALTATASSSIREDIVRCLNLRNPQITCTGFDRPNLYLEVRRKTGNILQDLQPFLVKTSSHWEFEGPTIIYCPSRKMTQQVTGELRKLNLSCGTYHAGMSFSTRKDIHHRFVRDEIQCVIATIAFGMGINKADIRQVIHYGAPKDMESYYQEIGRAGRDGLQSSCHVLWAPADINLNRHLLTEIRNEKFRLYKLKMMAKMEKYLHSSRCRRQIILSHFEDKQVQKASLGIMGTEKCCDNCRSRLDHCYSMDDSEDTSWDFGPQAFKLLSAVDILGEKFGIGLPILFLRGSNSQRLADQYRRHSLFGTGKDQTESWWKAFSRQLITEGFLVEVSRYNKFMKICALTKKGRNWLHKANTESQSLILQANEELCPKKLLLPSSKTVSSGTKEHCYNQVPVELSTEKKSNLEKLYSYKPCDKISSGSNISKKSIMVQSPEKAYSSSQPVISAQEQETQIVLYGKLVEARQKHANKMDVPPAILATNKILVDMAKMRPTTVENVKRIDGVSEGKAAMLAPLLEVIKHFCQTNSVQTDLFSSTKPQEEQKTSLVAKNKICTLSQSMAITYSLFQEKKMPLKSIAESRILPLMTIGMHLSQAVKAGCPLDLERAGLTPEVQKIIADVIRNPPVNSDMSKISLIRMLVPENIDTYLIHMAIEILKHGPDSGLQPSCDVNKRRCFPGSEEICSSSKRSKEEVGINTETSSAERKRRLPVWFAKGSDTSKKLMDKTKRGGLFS
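WRN at 20 nM final was preincubated with compound for 15 min at room temperature; reaction started with 100 nM forked duplex oligonucleotide carrying fluorophore and quencher plus 2 mM ATP (final). Unwinding followed kinetically by red fluorescence (ex 525/em 598 nm).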
* hit, by the source's call; u = inconclusive; x = not tested or not shown; [ ] = remark or other dose. Unless noted, the call rests on the fitted dose curve; in most records, active means well fitted curve in the direction sought with a large enough effect; inconclusive means small, poorly fitted or top-dose-only effect, or another doubt; inactive means no such curve, though single readings can be large; an effect the other way counts as inactive or inconclusive.

SMILES	EPAC1 agonist	IL2 activator	aSyn yeast inh	Abeta rescue	EPAC1 antag	PI5P4K alpha inh	FUS yeast rescue	PLK1 PBD inh	WRN helicase inh
Nc1nc(F)cc(N2CCCCCC2)n1	14.6%	0.4	0.0%	-3.7%	-15.4%	3.9	2.2%	-10.8%	-3.9%
CCOc1ccc(CN(C)C(=O)Cc2c[nH]c3ccccc23)cc1	-8.3%	2.9	0.5%	17.0%	u	1.7	7.5%	2.5%	-2.3%
Cn1c(=O)[nH]c(=O)c2c1nc(N(CCO)Cc1ccccc1)n2Cc1ccccc1Cl	-2.0%	0.6	-0.5%	5.2%	3.2%	0.7	24.9%	-7.0%	0.1%
CCCCC(=O)Nc1ccc(C(=O)NNC(=S)NC(=O)c2ccco2)cc1	-6.8%	0.6	2.4%	8.1%	-0.6%	-8.8	14.7%	-4.4%	-6.3%
Cc1ccc(S(=O)(=O)N(CC(=O)N2CCCCCC2)c2ccccc2F)cc1	7.2%	-1.4	4.1%	-3.4%	u	-3.7	18.6%	-8.0%	-10.4%
CCc1nc2sc3c(Cl)ncnc3c2c2c1CCCC2	1.2%	-1.9	-9.1%	-4.9%	-6.9%	3.7	-28.4%	4.0%	-8.3%
CN(CCOc1ccccc1)CC(=O)Nc1ccc(Br)cc1F	7.1%	0.3	6.3%	-4.0%	-18.9%	25.5	5.7%	5.0%	-4.1%
CCN1CCN(c2ccc(S(=O)(=O)N3CCCCC3)cc2NC(=O)/C=C/c2cc(OC)ccc2OC)CC1	-5.2%	-4.1	16.0%	-0.3%	-15.3%	-2.5	41.5%	0.6%	-1.3%
COc1ccccc1NC(=O)C1CCCN1S(=O)(=O)c1cccc2nsnc12 (configuration not stated)	-7.0%	0.9	-3.8%	-6.7%	-6.5%	-0.6	-2.3%	3.2%	-3.2%
O=C(/C=C/c1ccco1)Nc1ccccc1N1CCCCC1	-0.3%	-0.2	-8.9%	-33.9%	-11.2%	-6.8	5.0%	-11.9%	1.6%
Cc1ccc(C(=O)OCC(=O)Nc2ccc(F)c(Cl)c2)o1	8.1%	-0.3	-0.2%	-3.4%	-10.9%	-2.5	-4.9%	-8.7%	-5.8%
CCc1ccc(NC(=O)C/C(C)=N/NC(=O)COc2ccccc2C)cc1	6.2%	1.0	2.4%	8.9%	-17.9%	2.6	23.1%	-14.2%	6.7%
O=C(O)CCC(=O)N(Cc1cccnc1)Cc1cccc(F)c1	0.0%	1.2	1.8%	9.0%	-24.4%	x	-1.5%	-5.5%	-5.5%
CCOc1cc(N2CCOCC2)c(OCC)cc1NC(=O)C(C)(C)C	0.2%	-0.7	-3.9%	15.8%	-12.5%	-4.1	20.0%	5.4%	0.2%[57.1 µM]
O=C(N/C(=C/c1ccc(Cl)cc1)C(=O)N1CCCCC1)c1ccco1	-1.6%	-0.6	-5.8%	-6.1%	-6.5%	1.9	18.0%	-8.7%	-10.9%
CC(C)COP(=O)(OCC(C)C)C(Nc1ccccc1)c1ccc(F)cc1 (configuration not stated)	-7.3%	-3.4	6.6%	16.8%	-23.3%	2.2	1.1%	-2.3%	-13.4%
CCn1c(=O)[nH]c(=O)c2c(N)c(C(=O)c3ccccc3OC)sc21	-3.2%	-3.6	1.6%	-9.3%	-1.5%	-28.9	x	-13.4%	6.3%
Cc1ncc(N=Nc2ccccc2Cl)c(-c2ccccc2)n1	21.9%	-0.2	7.7%	-10.5%	-7.6%	3.0	0.2%	-2.6%	-8.0%
Cc1[nH]c(=O)[nH]c(=O)c1NS(=O)(=O)c1ccccc1	-9.8%	-1.3	1.4%	-6.6%	3.2%	-3.6	-19.9%	-1.6%	5.8%
O=C(CS(=O)(=O)Cc1ccccc1)N1CCN(c2ccccc2F)CC1	-1.1%	-3.5	8.1%	14.1%	-2.2%	-7.1	7.1%	-2.6%	-13.5%
CC1CC(C)CN(C(CCc2ccccc2)C(=O)NC2CCCCC2)C1 (configuration not stated)	-8.8%	-0.1	-4.3%	-19.6%	-11.5%	2.6	-22.2%	-3.3%	6.3%
Cc1cc([N+](=O)[O-])nn1CC(=O)Nc1ccccn1	2.1%	-2.4	0.2%	0.5%	-3.8%	1.8	-1.0%	-3.4%	-15.6%[57.1 µM]
Cc1cc(C)c(CC(=O)c2ccccc2)c(C)c1	-8.7%	2.7	-3.0%	4.6%	-1.6%	1.8	-8.8%	-18.9%	4.2%
O=Nc1onc(-c2ccc([N+](=O)[O-])cc2)c1NO	-2.2%	-4.6	-4.1%	-26.9%	1.3%	-13.2	-20.8%	-10.5%	4.9%
C[C@@H]1CN([C@@H](C)CO)C(=O)CCCn2nncc2CO[C@H]1CN(C)S(=O)(=O)c1cn(C)cn1	-6.1%	1.8	-0.2%	-0.3%	17.1%	1.3	-16.6%	-3.8%	-2.2%
COc1ccc2cc(C)c3nnc(SCC(=O)Nc4nc(-c5ccccc5)cs4)n3c2c1	1.9%	-2.2	-4.2%	0.5%	-3.6%	-4.0	28.0%	-12.2%	-5.8%
Cc1cccc(C)c1NC(=O)CN(C)C(=O)c1cccc(-n2cccc2)c1	6.8%	1.7	-5.9%	-2.5%	-14.0%	u	22.8%	-27.4%	70.8µM*
COc1ccc2c(c1)C(C)=CC(C)(C)N2S(=O)(=O)c1ccc(Br)cc1	0.0%	-0.7	23.2%	11.2%	-9.4%	4.2	7.4%	-2.0%	2.2%
O=C1C(=O)N(Cc2cccnc2)C(c2ccccn2)/C1=C(/O)c1ccc(Br)cc1 (configuration not stated)	0.5%	0.6	0.9%	24.2%	6.3%	2.0	6.8%	-23.6%	-9.4%
CC(=O)N1CC(C)Sc2ccc(S(=O)(=O)NC3CCCCC3C)cc21 (configuration not stated)	5.2%	-2.1	-0.6%	-4.5%	-8.8%	-23.2	18.4%	29.9µM*	-0.1%
Cc1cccc(C(=O)NCC(=O)N2CCC2)c1	-15.9%	0.0	-8.0%	-11.5%	4.3%	-7.0	-17.1%	-11.1%	-2.8%
CC(C)Oc1cc2oc(=O)c3c(c2cc1Cl)CCC3	-6.4%	1.5	-0.2%	8.8%	0.0%	5.1	-9.9%	-8.0%	-5.1%
CCCCCOP(=O)(OCCCCC)C1(NS(=O)(=O)c2ccccc2)C=CC(=O)c2ccccc21 (configuration not stated)	-2.4%	-0.4	3.9%	19.0%	-16.8%	-1.1	33.5%	-9.3%	-16.1%
CCN1CCN(c2oc(-c3ccccc3C)nc2S(=O)(=O)c2ccccc2)CC1	16.0%	-5.0	-6.1%	-4.4%	4.9%	18.9	2.2%	-9.7%	-14.3%
CCOC(=O)C1CCN(c2c(N3CCN(Cc4ccccc4)CC3)c(=O)c2=O)CC1	-10.8%	-2.0	-0.6%	-1.5%	-3.8%	0.2	-8.5%	1.8%	-3.2%
O=C(CN(Cc1ccccc1)S(=O)(=O)c1ccccc1)N/N=C/c1ccc2c(c1)OCO2	21.4%	5.5	24.3%	10.3%	-10.4%	x	14.4%	0.8%	-34.3%
ClCc1csc(-c2ccc(Cl)cc2)n1	-3.4%	-2.9	5.7%	9.3%	14.4%	6.7	x	-14.6%	-19.0%
O=C(CCCSc1nc2ccccc2[nH]1)NCc1ccco1	0.3%	0.3	6.0%	14.6%	3.2%	0.9	-5.1%	-14.3%	-1.7%
COc1ccc(OCCC(=O)OCC(=O)NCc2ccccc2OC)cc1	-5.8%	1.5	2.0%	2.2%	1.9%	-0.9	-3.6%	-1.9%	0.5%
COCCn1c(SCC(=O)N2CCCc3ccccc32)nc2cccnc21	0.4%	1.5	0.3%	5.9%	13.5%	8.7	7.8%	-3.2%	1.5%

Shown as labelled records: part of the list above
O=C1C(=O)N(Cc2cccnc2)C(c2ccccn2)/C1=C(/O)c1ccc(Br)cc1 (configuration not stated)
  EPAC1 agonist: 0.5%
  IL2 activator: 0.6
  aSyn yeast inh: 0.9%
  Abeta rescue: 24.2%
  EPAC1 antag: 6.3%
  PI5P4K alpha inh: 2.0
  FUS yeast rescue: 6.8%
  PLK1 PBD inh: -23.6%
  WRN helicase inh: -9.4%
CC(=O)N1CC(C)Sc2ccc(S(=O)(=O)NC3CCCCC3C)cc21 (configuration not stated)
  EPAC1 agonist: 5.2%
  IL2 activator: -2.1
  aSyn yeast inh: -0.6%
  Abeta rescue: -4.5%
  EPAC1 antag: -8.8%
  PI5P4K alpha inh: -23.2
  FUS yeast rescue: 18.4%
  PLK1 PBD inh: 29.9µM*
  WRN helicase inh: -0.1%

(continued)
SMILES	EPAC1 agonist	IL2 activator	aSyn yeast inh	Abeta rescue	EPAC1 antag	PI5P4K alpha inh	FUS yeast rescue	PLK1 PBD inh	WRN helicase inh
Cc1ccc(C)c(NS(=O)(=O)c2ccc(OCC(=O)NCc3ccccn3)cc2)c1	1.6%	0.9	10.0%	0.7%	-11.5%	4.3	34.2%	-3.3%	-1.2%
CSCc1ccc(C(=O)N2CCCC(Nc3ccc4c(c3)OCCO4)C2)o1 (configuration not stated)	4.2%	1.3	-0.1%	9.9%	1.2%	5.9	19.6%	-1.9%	-3.7%[57.1 µM]
CC[n+]1cc(-c2ccccc2)nc(N2CCOCC2)n1	-4.0%	-1.5	u	-9.7%	27.9%	x	-0.1%	-12.2%	-2.8%
CN(C)CCCNC(=O)c1cc2sc3ccccc3c2s1	-3.9%	-2.9	-6.4%	-14.1%	-4.6%	10.2	4.5%	-10.8%	38.5%[activator]
COC(=O)Cc1ccc(NC(=S)NCCO)cc1	-2.2%	-0.4	0.2%	-5.8%	6.9%	-2.0	0.9%	-3.6%	-5.8%
O=C(c1cc2nc(-c3ccc(F)cc3)cc(C(F)(F)F)n2n1)N1CCCCC1c1cccnc1 (configuration not stated)	2.0%	-1.1	3.3%	3.4%	-6.1%	-2.3	29.8%	-7.4%	-2.9%
CN1CCN(c2nc3c(c(=O)[nH]c(=O)n3C)n2Cc2ccccc2)CC1	-5.0%	1.4	-0.2%	4.3%	6.3%	7.3	3.7%	-4.1%	-5.5%
COc1cc(C(=O)OCCCOC(=O)c2cc(OC)c(OC)c(OC)c2)cc(OC)c1OC	2.3%	-3.6	-10.9%	-14.9%	-5.4%	-0.7	x	-12.5%	-25.2%
COc1cccc(-c2cc3nc4c(c(N5CCC6(CC5)OCCO6)n3n2)CCC4)c1	-5.7%	-0.6	-15.1%	-71.7%[inhibitor]	-0.5%	2.0	13.0%	-0.4%	11.8%
